# Screens (PubChem)
# AmpC det inh: blocks E. coli AmpC beta-lactamase in presence of detergent; purified AmpC, nitrocefin hydrolysis with detergent; P00811; hit rate 0.09% among 71,000; Potency, µM (highest dose often 28.7 µM), for the others: at the highest dose activity change, negative = inhibition; active = well fitted curve in the direction sought with a large enough effect
# Target sequence (P00811 whole entry, looked up): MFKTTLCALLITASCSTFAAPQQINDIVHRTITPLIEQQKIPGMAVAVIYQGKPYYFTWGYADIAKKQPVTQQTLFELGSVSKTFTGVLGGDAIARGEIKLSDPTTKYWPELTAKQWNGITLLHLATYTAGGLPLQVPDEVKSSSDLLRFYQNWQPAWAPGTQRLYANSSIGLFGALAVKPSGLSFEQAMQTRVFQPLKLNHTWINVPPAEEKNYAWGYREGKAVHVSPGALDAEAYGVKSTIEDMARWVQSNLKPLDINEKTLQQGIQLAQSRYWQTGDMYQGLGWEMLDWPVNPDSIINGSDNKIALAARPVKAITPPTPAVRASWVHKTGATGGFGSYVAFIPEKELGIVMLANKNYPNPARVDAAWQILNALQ
#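 E. coli AmpC (5.3 nM) in 20 mM phosphate pH 7.0 with 0.01% Triton X-100, preincubated 15 min RT with compound; nitrocefin (2 uL of 800 uM stock) hydrolysis followed by 480 nm absorbance every 20 s over 4 min.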
# * hit, by the source's call; [ ] = dose if it differs, or a comment. % is set by controls: 0 for no effect and ±100 for the full control effect; potency is the fitted concentration of half-maximal effect.
smiles	AmpC det inh
O=C1NC(=O)C2(Cc3c(nc4ccccn4c3=O)N3CCCCCC32)C(=O)N1Cc1ccccc1 (centres undefined)	1%
CCOC(=O)N1CCN(c2c(NCCCN(CC)Cc3ccccc3)c(=O)c2=O)CC1	-3%
CCN(CC)S(=O)(=O)c1ccc(/C(O)=C2/C(=O)C(=O)N(CCOC)C2c2ccccc2)cc1 (centres undefined)	-1%
Cc1cccc(C)c1OCCOCCN1CCN(C)CC1	10%
CCCCCc1nnc(NC(=O)Cc2cccs2)s1	-5%
CCc1noc(C)c1C(=O)N1CCCC1	-5%
COc1c2occc2c(OC)c2c(=O)cc(C)oc12	-1%[12.8 µM]
CCCN1Cc2cccc(C(=O)NCc3ccccc3)c2C1=O	-2%
COc1cccc(C(=O)Cn2c(=N)n(C)c3ccccc32)c1	10%
O=C(O)c1ccccc1OP(=O)(O)O	-20%[12.8 µM]
CC(=O)Nc1ccc(NC(=O)C2CC(=O)N(c3cccc(C)c3C)C2)cc1 (centres undefined)	4%
COc1cccc(S(=O)(=O)Nc2ccc(C(=O)NCc3ccco3)cc2)c1	-5%
Cc1n[nH]c(=O)nc1NC1CCCCC1	1%
CN(C)S(=O)(=O)c1ccc(S(=O)(=O)Nc2ccc3c(c2)oc2ccccc23)cc1	5%
COc1cc2nc(N3CCN(C(=O)[C@@H]4CCCO4)CC3)nc(N)c2cc1OC	2%[12.8 µM]
COC(=O)c1ccc(C(NC(=O)OCc2ccccc2)/C(=C/[C@@H](C)C(=O)NCc2ccc(S(C)(=O)=O)cc2)c2cccnc2)cc1 (some centres undefined)	15%
Cc1ccc(C2Nc3ccccc3-c3nc4ccccc4n32)o1 (centres undefined)	-4%
CCOCCNC(=O)c1ccccc1C(=O)NCCOCC	4%
CCCc1c(C)c2cccc(C)c2[nH]c1=O	19%
Cc1cccc(NC(=O)c2cnc3ccccn3c2=O)c1	11%
Cc1cc(C)n2cc(CSc3ncccc3C(=O)O)nc2n1	-4%
COc1ccc(OC)c(NC(=O)Cn2c(CCC(=O)O)ccc2-c2cccs2)c1	-3%
CCCn1c(=O)c2[nH]c(-c3ccc(OCC(=O)Nc4ccc(C(C)=O)cc4)cc3)nc2n(CCC)c1=O	0%
CC(=O)Nc1nonc1-c1nc2ccccc2n1CC1CC1	-5%
CC(OC(=O)c1cc2sccc2n1C)C(=O)NCc1ccco1 (centres undefined)	12%
CCOC(=O)C1=C(C)Nc2nc(C)nn2C1c1ccc(C)cc1 (centres undefined)	9%
CCNc1ncc2nc(-c3ccc(OC)cc3)c(=O)n(C)c2n1	0%
CC(OC(=O)c1ccco1)C(=O)NCc1cccs1 (centres undefined)	14%
COCCN(CCOC)S(=O)(=O)c1ccc(OC)cc1	-1%
COc1ccc(-n2c(Cc3cccn3C)nnc2SCC(=O)Nc2ccc3c(c2)OCO3)cc1	11%

# Random excerpt: 6 compounds from above, in no set order.
smiles	AmpC det inh
CCOC(=O)C1=C(C)Nc2nc(C)nn2C1c1ccc(C)cc1 (centres undefined)	9%
CC(=O)Nc1nonc1-c1nc2ccccc2n1CC1CC1	-5%
COc1ccc(OC)c(NC(=O)Cn2c(CCC(=O)O)ccc2-c2cccs2)c1	-3%
CCNc1ncc2nc(-c3ccc(OC)cc3)c(=O)n(C)c2n1	0%
Cc1cc(C)n2cc(CSc3ncccc3C(=O)O)nc2n1	-4%
CC(OC(=O)c1ccco1)C(=O)NCc1cccs1 (centres undefined)	14%

# (list continues)
smiles	AmpC det inh
Cc1noc(C)c1CSc1nnc(-c2c[nH]c3ccccc23)n1-c1ccc(Cl)cc1	0%
CN(C)c1ncc2nc(-c3ccc(F)cc3)c(=O)n(C)c2n1	-2%
COC(=O)c1ccccc1NC(=O)Cn1nc(C(F)(F)F)c2c1CCC2	-6%
N#Cc1c(N)c(C#N)c(-c2ccc(O)cc2)c2c1CCCC2	-2%
O=c1c2c3c(sc2n2cnnc2n1-c1ccccc1)N(Cc1ccccc1)CCC3	-3%
CCOc1ccc(/C(O)=C2/C(=O)C(=O)N(CCOCCO)C2c2cccnc2)cc1 (centres undefined)	-3%
O=C(Nc1ccccc1)N1CC2(CCN(C(=O)Oc3ccccc3)CC2)C1	3%
O=C(NCCCN1CCOCC1)c1c(O)c2cc(Br)cc(Br)c2[nH]c1=O	-3%
CCOC(=O)C1CCN(C(=O)Nc2ccc3nc(C)c(C)nc3c2)CC1	8%
Cc1ccc(CS(=O)(=O)CCC(=O)NCCN2CCCCC2C)cc1 (centres undefined)	0%
CC(=O)N(c1ccc(C(C)C)cc1)C1C=CS(=O)(=O)C1 (centres undefined)	-2%
CCOC(=O)c1sc(-c2ccccc2)cc1N	-4%
Cc1nn2cc(-c3ccc(Cl)cc3)nc2s1	15%
C=CCn1c(-c2cccs2)nc2nc3ccccc3nc21	10%
CC(C)(C)SCCNC(=O)CN(c1ccc(F)cc1)S(C)(=O)=O	2%
CC1CCN(C(=O)C2CCN(CCCc3ccccc3)CC2)CC1	13%
COc1cc(S(=O)(=O)NCC2COCCO2)ccc1-n1cnnn1 (centres undefined)	11%
COc1ccc(N2CC(O)=C(c3nc(C)cs3)C2=N)cc1	-7%
Cc1ccc(CNC(=O)CCc2nc3ccccc3c(=O)[nH]2)cc1	-3%
CC1=C(C(=O)OCCOC(C)C)C(c2cccnc2)C2=C(CCCC2=O)N1 (centres undefined)	-3%
CCOC(=O)c1[nH]c(C)c(C(=O)NCCN2CCOCC2)c1C	12%
Cc1ccc(C(=O)n2cnnc2N)cc1C	8%
Cc1cc(=O)oc(C)c1C(=O)NCC1COc2ccccc2O1 (centres undefined)	-3%
COc1cccc(Cn2nnc(C(=O)Nc3cc(Cl)ccc3OC)c2N)c1	12%
O=c1c(Cc2ccccc2)c(O)nc2n1CCS2	1%
CCC(C)(C)n1nnnc1C(C(C)C)N1CCC(C(N)=O)CC1 (centres undefined)	16%
CCCCCCN(C(=O)CCCCCN1C(=O)NC(c2cccc([N+](=O)[O-])c2)C(C(=O)OCc2ccccc2)=C1C)C(C(=O)NCCCC)c1ccc(OCC(=O)OC)c(C(=O)OC)c1 (centres undefined)	17%
O=C(Cn1ccccc1=O)c1cccs1	-5%
CC(=O)c1c[nH]c2ccc(C)cc2c1=O	-3%
CC(C)[C@H](NC(=O)OC(C)(C)C)c1nnc(S(=O)(=O)Cc2c(F)cccc2Cl)o1	0.79µM*

# Part of the list above, set out differently:
> Cc1cc(=O)oc(C)c1C(=O)NCC1COc2ccccc2O1 (centres undefined)
  AmpC det inh: -3%
> COc1cccc(Cn2nnc(C(=O)Nc3cc(Cl)ccc3OC)c2N)c1
  AmpC det inh: 12%
> O=c1c(Cc2ccccc2)c(O)nc2n1CCS2
  AmpC det inh: 1%

# The results go on.
smiles	AmpC det inh
CCOC(=O)Cn1c(=O)c2c(nc3n2CCN3c2ccc(C)cc2)n(C)c1=O	1%
CCOC(=O)CCc1c(C)c2ccc(O)cc2oc1=O	-6%
C=C(C)C(=O)OCCCCCC	7%
COC(=O)c1sc(=S)n(-c2cccc(Cl)c2)c1N	12%
CCNC(=O)c1c(N)sc2c1CCCCC2	7%
CC(=O)[C@@H]1CC[C@H]2[C@H]3CC[C@H]4C[C@@H](O)CC[C@]4(C)[C@@H]3CC[C@]12C	-3%
O=C(CCc1nc(-c2ccccc2F)no1)NCCN1CCN(Cc2ccccc2)CC1	-2%
O=C(Cc1cn2ccsc2n1)Nc1ccccc1Oc1ccccc1	0%
CN(Cc1cc(Br)cc(Br)c1O)Cc1c(O)ccc2ccccc12	-2%[5.75 µM]
O=S(=O)(c1cccc2nsnc12)N1CCN(c2ncccn2)CC1	6%
CC(C)(C)NC(=O)c1ccc(COc2ccccc2Br)o1	-3%
CCc1ccccc1NC(=O)C(CC)Sc1nc2cc3c(cc2c(=O)n1Cc1ccco1)OCO3 (centres undefined)	-2%
CCC12CCCN3CCC4(C(=C(C(=O)OC)C1)Nc1ccccc14)C32 (centres undefined)	0%
Cn1cnc2cc(NC(=O)c3ccc(Cl)cc3)ccc21	13%
O=C(CCNC(=O)Cn1ccc2ccccc2c1=O)NCCN1CCN(c2cccc(Cl)c2)CC1	-5%
CCn1c(SCC(=O)NCc2ccccc2)nnc1-c1ccccc1O	-2%
CC(C)=C1CCC(C)CC1=O (centres undefined)	7%
O=C1c2ccccc2C(=O)N1CCCc1nc2ccccc2c(=O)n1Cc1ccco1	0%
C[N+]1=Cc2cc3c(cc2CC1)OCO3	-2%
CCCNC(=O)c1cc(-c2ccc(OC)cc2)on1	-1%
NS(=O)(=O)c1ccc(CCNC(=O)C2CCCN(S(=O)(=O)c3cccnc3)C2)cc1 (centres undefined)	13%
Cc1nnc(Sc2nc3c(c(=O)n(C)c(=O)n3C)n2Cc2ccccc2Cl)s1	6%
O=C(NCCc1ccc(Cl)cc1)C1CCC(=O)N1C1CCCC1 (centres undefined)	-2%
CC(=O)N1[C@H](C)C=C[C@]1(Cc1ccccc1)C(=O)NCc1ccc(C)o1	11%
O=C(NC1CC1)C1CCCN(C(=O)Nc2ccc(F)cc2)C1 (centres undefined)	1%
Cc1ccc(C(=O)Nc2ccncc2)o1	-4%
CC(C)(C)C(=O)c1no[n+]([O-])c1/C(=N/O)C(C)(C)C	-2%
Cc1cccc(NC(=O)c2ccccc2OCC(=O)N2CCOCC2)c1C	0%
CC(C)(C)NC(=O)CN(C(=O)CS(=O)CC(=O)Nc1ccc(F)cc1)c1ccc(F)c(Cl)c1 (centres undefined)	8%
Cc1ccc(C)c(NC(=O)c2nnn(Cc3ccccc3C)c2N)c1	-2%

# Further results
mol,AmpC det inh
Cc1ccc(C(=O)c2cn[nH]c2-c2cc(Cl)ccc2O)cc1,-1%
O=C(CN1CCCN(S(=O)(=O)c2ccc(Br)cc2)CC1)Nc1ccc2c(c1)OCO2,13%
O=C(N1CCCCC1)N1CCCN(C(=O)N2CCCCC2)CC1,-7%
Cc1cnn(C(=S)NCC2CCCO2)c1 (centres undefined),-3%
COC(=O)c1sccc1NS(=O)(=O)c1ccc(OC)cc1,12%
CNC(=O)Cn1nc(C)c2ccccc2c1=O,-1%
CCOC(=O)C(CC)n1cnc2c(oc3ccccc32)c1=O (centres undefined),-1%
COC(=O)[C@@]1(Cc2ccccc2)[C@H]2c3cc(C(=O)N(C)C)n(CCSCCO)c3C[C@H]2CN1C(=O)c1ccccc1,2%
Cc1[nH]nc2c1C(c1cccc(O)c1)C1=C(CC(C)(C)CC1=O)N2 (centres undefined),11%
CCOC(=O)c1[nH]c(C)c(C(=O)NC2CCCCC2)c1C,-1%
O=C(NCCc1cccc(Cl)c1)c1cccnc1,4%
COc1ccc(NC(=O)Cn2nc3n(c2=S)CCC3)cc1,-5%
Cc1ncc(CO)c(CO)c1O,-2%[12.8 µM]
CC(C)[C@H](NC(=O)OC(C)(C)C)c1nnc(SCC(=O)Nc2ccc(Br)cc2)o1,12%
Cc1cc(Cl)c(S(=O)(=O)N2CCN(c3ccc(F)cc3)CC2)cc1OCC(N)=O,-11%
O=S(Cc1ccc(Cl)cc1)CC(O)COCc1ccc(Cl)cc1 (centres undefined),6%
Cc1cnc(CNc2ncnc3ccc(-c4cccc(C#N)c4)cc23)cn1,-11%
O=S(=O)(NCCc1ccccn1)c1cccs1,9%
CCC(OC(=O)c1cccs1)C(=O)NCc1ccc2c(c1)OCO2 (centres undefined),0%
Cc1oc(-c2ccccc2F)nc1CN1CCC(C(=O)NCc2cccnc2)CC1,11%
Cc1cc(NS(=O)(=O)c2ccccc2)cc(Cl)c1O,8%
Cn1c(=O)c2c(nc(NCCO)n2CCc2ccccc2)n(C)c1=O,-2%
CCCN1CCN(CCCNC(=O)Cn2nc(-c3ccc(C)cc3)ccc2=O)CC1,-1%
COc1ccc(-n2c(Cc3cccn3C)nnc2SCC(=O)Nc2ccc3c(c2)OCCO3)cc1,12%
CS(=O)(=O)Nc1ccc(C(=O)NCc2ccc3c(c2)OCO3)cc1,0%
CSc1nc(-c2ccccc2)nc(SC)c1C(C)=O,-5%
COc1ccc(N(C(=O)c2ccc(S(=O)(=O)N3CCOCC3)cc2)C2C=CS(=O)(=O)C2)cc1 (centres undefined),-1%
Cc1ccc(C(=O)N2CCN(C(=O)CN3CCOCC3)C2)cc1,0%
CCOC(=O)c1snc(C(=O)NC2CCCCC2)c1N,-2%
COc1ccc(-c2ccc(NCCC3=CCCCC3)nn2)cc1OC,-6%
Cc1c(Cl)ccc2c1NC(=O)[C@]21N[C@@H](CCC(N)=O)[C@H]2C(=O)N(c3ccc(F)cc3)C(=O)[C@H]21,-3%
CCC(C)NC(=O)c1c(N)n(CC2CCCO2)c2nc3ccccc3nc12 (centres undefined),-6%
COC(=O)N1CCC[C@@]2(CCN(C(c3ccccc3)c3ccccc3)C2)C1,1%
Cc1cc(SCc2ccccc2)nc(=O)[nH]1,17%
COC(=O)[C@@]1(Cc2ccc(F)cc2)[C@H]2c3cc(C(=O)N4CCCC4)n(Cc4cc(F)cc5c4OCOC5)c3C[C@H]2CN1C(=O)c1ccccc1,2%
CC(=O)NC1CC2CCC(C1)N2 (centres undefined),-2%
CN(C)CCCN1C(=O)C(=O)/C(=C(/O)c2ccc3c(c2)OCO3)C1c1cccnc1 (centres undefined),0%
Cc1cc(CNC(=O)[C@H](C)[C@H]2C[C@]2(C)[C@H](NC(=O)OCc2ccccc2)c2ccccc2)nn1C,0%
CCOc1ccccc1C(=O)N(Cc1cccs1)C1CCS(=O)(=O)C1 (centres undefined),-2%
CCC(C)(C)n1nnnc1C(c1cc2ccc(OC)cc2[nH]c1=O)N1CCc2ccccc21 (centres undefined),1%
CC1(C)NC(=O)N(CC(O)CN2CCCC2)C1=O (centres undefined),6%

# Only part of the results is shown; count on the stated rates, not on these rows.
